# High-throughput results as filed in PubChem.
# SNCA viab count = reduces viability of HEK-293 SNCA reporter cells | HEK-293-SNCA-luc viability, GF-AFC fluorescence, 24 h | Potency, µM (top dose mostly 57.1 µM), for the others: top-dose activity change, negative = cytotoxicity, actives largely listed as cytotoxic | hit rate 0.12% among 150,000;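 further: potency means the concentration at half of the fitted maximal effect; 0% = DMSO-treated cells and -100% = medium-only wells without cells; nearly all actives have a fitted effect of over 30% in size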
#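 Cytotoxicity counterscreen: after 24 h compound treatment of genome-edited SNCA-luciferase HEK-293 cells, live-cell protease substrate GF-AFC read by fluorescence after 30 min; activity scaled between DMSO (0%) and medium-only (-100%), curves Hill-fitted.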
# FLuc inh = Photinus pyralis luciferase inhibition | P08659 | purified P. pyralis luciferase, luminescence, biochemical | hit rate 2.5% among 76,000 | Potency, µM (doses to about 115 µM), for inactives: at the highest dose activity change, negative = inhibition, hits mostly inhibitors; further: potency means the concentration at half of the fitted maximal effect; nearly all actives have a fitted effect of over 65% in size
# Target sequence (P08659 whole entry, looked up): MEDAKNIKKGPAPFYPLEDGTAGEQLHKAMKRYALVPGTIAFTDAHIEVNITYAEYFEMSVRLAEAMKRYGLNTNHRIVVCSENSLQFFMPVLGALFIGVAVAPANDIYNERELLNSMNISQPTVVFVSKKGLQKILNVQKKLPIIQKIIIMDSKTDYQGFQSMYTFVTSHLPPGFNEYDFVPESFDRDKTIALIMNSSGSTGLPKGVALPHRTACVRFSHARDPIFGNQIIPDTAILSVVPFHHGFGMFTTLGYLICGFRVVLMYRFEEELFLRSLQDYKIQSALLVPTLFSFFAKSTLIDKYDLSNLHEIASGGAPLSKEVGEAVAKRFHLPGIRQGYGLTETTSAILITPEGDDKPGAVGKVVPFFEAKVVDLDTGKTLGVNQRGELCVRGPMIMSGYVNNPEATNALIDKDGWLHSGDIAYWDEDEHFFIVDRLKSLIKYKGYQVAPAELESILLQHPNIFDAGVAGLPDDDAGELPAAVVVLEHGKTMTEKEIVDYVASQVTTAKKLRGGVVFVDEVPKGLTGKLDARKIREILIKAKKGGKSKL
#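 Inhibitors were tested against purified firefly luciferase in a biochemical, low-substrate format (both substrates at 10uM) and luminescence measured with a CCD imager.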
# IP6K1 inh = blocks human inositol hexakisphosphate kinase 1 | hit rate 0.81% among 140,000 | AID 1645851 | activity change, % (series mostly up to about 58 µM) | Q92551 | IP6K1 kinase, ADP-Glo luminescence, 2 h; hits give low values; in the data active means activity change below about -25%
#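 ADP-Glo luminescence measures ADP made by human IP6K1 during a 2 h RT reaction with ATP/IP6 (mix at 1.3 mM/130 uM); top library doses 57.5 and 19.1 uM final.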
# SNCA expr inhib = inhibitors of alpha-synuclein (SNCA) gene expression; Potency, µM (doses to about 57.2 µM), for inactives: at the highest dose activity change, negative = inhibition, hits mostly inhibitors; AID 1671194; HEK-293 SNCA-luciferase knock-in, luminescence, 24 h; hit rate 0.17% among 140,000;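 further: potency means the concentration at half of the fitted maximal effect; plate controls were DMSO cells for no effect and cell-free wells for full effect; nearly all actives have a fitted effect of over 45% in size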
# HEK293 tox = kills HEK 293 cells | HEK 293 viability, ATP luminescence (CellTiter-Glo), 48-72 h | Potency, µM (titrated, usually from 115 µM), for the others: at the top dose activity change, negative = cytotoxicity, actives largely listed as inhibitors | hit rate 6.6% among 94,000 | AID 1345083; further: potency means the concentration at half of the fitted maximal effect; nearly all actives have a fitted effect of over 60% in size
#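 CellTiter-Glo luminescence (cellular ATP) was read after 48 or 72 hr of compound exposure at 37 degree Celsius. Cells were HEK 293 plated at 250 cells/well.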
# GPT2 inh = blocks human glutamate pyruvate transaminase 2. hit rate 0.25% among 100,000. Recombinant GPT2, coupled pyruvate oxidase/HRP Amplex Red fluorescence. Potency, µM (top dose mostly 57.7 µM), for inactives: at the highest dose activity change, negative = inhibition, most hits filed as inhibitors; further: potency means the concentration at half of the fitted maximal effect; nearly all actives have a fitted effect of over 60% in size; many of its hits are not listed in these tables
# Target sequence (Q8TD30 whole entry, looked up): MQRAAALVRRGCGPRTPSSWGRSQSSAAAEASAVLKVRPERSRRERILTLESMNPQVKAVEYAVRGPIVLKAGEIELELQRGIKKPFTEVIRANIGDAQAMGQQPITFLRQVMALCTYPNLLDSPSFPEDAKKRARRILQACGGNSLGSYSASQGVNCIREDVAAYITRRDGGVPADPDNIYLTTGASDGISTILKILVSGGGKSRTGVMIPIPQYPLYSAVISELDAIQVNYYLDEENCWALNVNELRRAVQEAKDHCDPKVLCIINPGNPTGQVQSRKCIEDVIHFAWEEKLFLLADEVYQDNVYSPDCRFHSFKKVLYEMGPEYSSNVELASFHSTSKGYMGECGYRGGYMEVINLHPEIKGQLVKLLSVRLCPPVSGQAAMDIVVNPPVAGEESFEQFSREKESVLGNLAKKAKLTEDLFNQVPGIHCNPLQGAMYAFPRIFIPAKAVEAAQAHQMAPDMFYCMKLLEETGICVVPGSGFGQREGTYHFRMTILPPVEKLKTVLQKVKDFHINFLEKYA
#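 Inhibition is scored from Amplex Red fluorescence generated when pyruvate oxidase and HRP act on pyruvate released by GPT2. Reactions contain 10ng/uL enzyme, 250uM a-KG and 2mM L-alanine and run 30 min at room temperature.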
# NIH3T3 tox = cytotoxic compounds in NIH 3T3 cells | Potency, µM (top dose mostly 96.7 µM), for inactives: at the top dose activity change, negative = cytotoxicity, usual class: inhibitors | NIH 3T3 viability, CellTiter-Glo ATP luminescence, 48-72 h | AID 1345082 | hit rate 4.3% among 94,000; further: potency means the concentration at half of the fitted maximal effect; nearly all actives have a fitted effect of over 55% in size
#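 First NIH 3T3 cells are plated at 400 cells/well; next compound is pinned in; then plates incubate 48 or 72 hr at 37 °C; finally CellTiter-Glo is added and luminescence read after 10 min.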
# * hit, by the source's call; i = inactive; ? = inconclusive; · = no result given; [ ] = dose if it differs, or a comment. Unless noted, the call rests on the fitted dose curve; in most records, active means well fitted curve in the direction sought with a large enough effect; inconclusive means small, poorly fitted or top-dose-only effect, or another doubt; inactive means no such curve, though single readings can be large; an effect the other way counts as inactive or inconclusive. Unless noted, on the % scale 0 is the no-effect control and ±100 the full control effect.
SMILES,SNCA viab count,FLuc inh,IP6K1 inh,SNCA expr inhib,HEK293 tox,GPT2 inh,NIH3T3 tox
O=C(Nc1ccc2c(N3CCCC3)ncnc2c1)c1cccc(Br)c1,?,-27%,6,5%,?,i,?
O=C(c1ccccc1Br)N1CCC(c2nc3ccccc3o2)CC1,0%,·,16,-25%,·,·,·
Cc1ccc(-n2ncc3c2CC(C)(C)CC3NS(=O)(=O)c2cn(C)cn2)cc1 (stereo not given),-6%,1%,-9,2%,?,2%,?
COc1ccccc1C(=O)N1CC(CN2C(=O)c3c(c(C)nn3-c3ccccc3)C2C2CC2)C1 (stereo not given),·,·,12,·,?,·,?
O=C(c1ccccc1F)N1CCC2(CC1)C(=O)NN=C2c1cccnc1,2%,-12%,-6,40%[activator],-5%,4%,-22%
O=C(CC1CCOCC1)Nc1ccccc1,7%[12.5 µM],2%,30,45%[activator],-11%,i,-6%
COc1ccc(N2CCN(C(=O)C3CCN(c4nc5ccc(C)cc5[nH]4)CC3)CC2)cc1,-1%,·,-5,27%,·,·,·
Cc1noc(C)c1CN1C[C@@H]2C(C(=O)Nc3ccccc3)=NO[C@@H]2C1,-2%[87.6 µM],-16%[172 µM],-6,-23%[87.6 µM],-26%[172 µM],1%[88.5 µM],?
CCc1nc(-c2c3n(c(=O)n(CC(=O)NCc4ccc(Cl)cc4)c2=O)CCCC3)no1,-3%,0%,-1,-15%,-3%,i,-7%
Clc1ccc(CNC2(Cc3cc(COc4ccccc4)on3)COC2)cc1,-2%[87.6 µM],-6%[172 µM],-1,-15%[87.6 µM],79µM*,?,?
O=C(c1ccc(Cl)cc1)N1CCC(c2ccncc2)CC1,1%,·,3,4%,·,·,·
COc1ccc(NC(=O)N2CCCCCC2c2nc(-c3cccnc3)no2)cc1 (stereo not given),-1%,-8%,18,71%[activator],-10%,i,-33%
COCCc1noc([C@@H]2CN(C3CCCCCC3)C[C@H]2CO)n1,-9%,-4%,-11,-4%,0%,i,-2%
O=C(NC[C@H]1O[C@H](Cc2cc(CN3CCOCC3)on2)CC[C@@H]1O)N1CCOCC1,2%[87.6 µM],-3%[172 µM],-10,17%[87.6 µM],?,?,-6%[174 µM]
C[S+](=O)([O-])N1CCC2(CC1)CN(C(=O)Cc1ccc(O)cc1)Cc1ccccc1O2,3%,·,-8,2%,i,-11%,2%
C=CCC1(CO)CCCN(C(=O)CCCOc2ccccc2)C1 (stereo not given),6%,-12%,-6,36%[activator],-27%,-32%,?
COc1ccc2cc(C(=O)N3CCN(C(=O)N4CC5CC(C4)[C@H]4CCCC(=O)N4C5)CC3)[nH]c2c1 (stereo not given in full),3%,-10%,11,26%,-4%,-8%,-12%
Cc1nn(-c2ccccc2[N+](=O)[O-])c(C)c1[C@@H]1C=C[C@@H](NC(=O)Nc2cccc(C#N)c2)C1,?,?,-3,?,40µM*,i,?
Cc1ccc(CC(=O)NCc2nnc3cc(-c4nc(C(C)C)no4)ccn23)cc1,-4%,1%,13,-4%,-20%,4%,-18%
C=C1C(=O)O[C@@H]2C=C(COC(C)=O)CC/C=C(\CO)CC[C@@H]12,-7%,·,1,·,·,i,·
O=c1[nH]nc2n1CCN(Cc1ccc(F)c(Br)c1)CC2,-2%,7%,8,7%,-21%,i,-13%
CC(C)CCN1CCCC(c2nn(-c3ccccc3)c(=O)[nH]2)C1 (stereo not given),-15%[87.6 µM],-5%[172 µM],16,?,-4%[172 µM],i,-12%[138 µM]
Cc1ccc(NC(=O)c2ncn(-c3ccccc3)n2)c(Cl)c1,6%,·,2,148%[activator],·,·,·
O=C(NC1CN(c2ccnc3ccnn23)C1)c1ccc(Cl)nc1,-3%,·,-3,-3%,i,-2%,-6%
CNC(=O)N1C[C@@H](CN(C)C)[C@H](NS(=O)(=O)c2ccc3c(c2)CCC3)C1,-10%,-5%,0,0%,3%,1%,3%
# Remaining list, next part:
SMILES,SNCA viab count,FLuc inh,IP6K1 inh,SNCA expr inhib,HEK293 tox,GPT2 inh,NIH3T3 tox
CCc1cccc(-n2nnnc2N2CCN(C(=O)NC(C)c3ccccc3)CC2)c1 (stereo not given),-2%,·,-3,1%,-6%,-10%,-4%
O=C(NC1CCN(c2ccc3nnc(-c4ccccc4)n3n2)CC1)c1ccc(Cl)nc1,·,·,4,·,-21%,·,-32%
Cc1ccc(-c2nc(CNC(=O)C3(N)CC3)[nH]c2-c2ccccn2)cc1,-7%,7%,18,-24%,?,-2%,-5%
Cc1ccccc1-c1noc(-c2ccc(N3CCCC3)c([N+](=O)[O-])c2)n1,3%,·,-10,?,·,·,·
O=C(NC1CCN(c2cnn(Cc3ccccc3)c(=O)c2)CC1)c1ccsc1,?,31%,34,6%,-17%,2%,-16%
CCc1ccc(C(=O)N2CCc3[nH]nc(C(=O)NC4CCN(C)CC4)c3C2)cc1,-6%,-5%,-14,-7%,?,i,-23%
O=[S+]([O-])(c1ccncc1)c1nnn2c1nc(NCc1ccncc1)c1ccccc12,10%,·,-6,9%,5%,-8%,-22%
CC(=O)NCC(=O)N1CCC(N2C(=O)C(OCC3CC3)C23CCOCC3)CC1 (stereo not given),3%,0%,-7,-2%,-6%,-4%,-10%
COCCOC1CCN(C(=O)c2ccc(Cc3c(C)noc3C)o2)CC1,10%[12.5 µM],-10%,9,22%,-1%,i,i
Cc1cc(C)cc(-n2ccnc(NCCc3ccccc3)c2=O)c1,-3%,·,19,55%[activator],·,·,·
CC1CCN(C(=O)Cn2ccn3nc(-c4ccccc4)c(CO)c3c2=O)CC1,-2%,0%,32,?,6%,-28%,1%
Cc1cc(C(=O)N2CCCC(Cc3noc(-c4cccnc4)n3)C2)nn1C (stereo not given),-9%,-13%,10,1%,3%,2%,-1%
COc1ccc(-n2cc(-c3ccnc(N(C)Cc4cnccn4)n3)cn2)cc1,0%,?,61,63%[activator],?,1%,?
COc1ccccc1C(=O)Nc1ccccc1SCc1cc(=O)c2ccccc2[nH]1,1%,·,5,17%,·,·,·
CC(C)=CCC/C(C)=C/CO[C@@H]1O[C@H](CO[C@@H]2OC[C@](O)(CO)[C@H]2O)[C@@H](O)[C@H](O)[C@H]1O,6%[23.9 µM],·,-1,·,·,i,·
CCOC(=O)N1CCc2c(sc3c2c(=O)n(-c2ccccc2)c(=O)n3CC(=O)Nc2ccc(OC)cc2OC)C1,6%,·,4,?,·,·,·
COc1ccc(CN2CCC3(CC2)CC(=O)Nc2ccccc2O3)cc1,3%,-7%,-1,-18%,?,4%,-28%
CCc1nc2c(c(-c3ccc(Cl)cc3)n1)CN(Cc1ccc(N(C)C)cc1)CC2,-7%,8%,2,25%,?,i,?
Cc1c(C(=O)Nc2cccc(C(F)(F)F)c2)sc2nc3n(c(=O)c12)CCCC3,1%,·,31,101%[activator],·,·,·
COCCNC(=O)CNC(=O)c1cccc(-c2ccsc2)c1,4%[12.5 µM],·,16,46%[activator][87.6 µM],-23%[172 µM],i,-8%[138 µM]
COc1ccccc1C(=O)c1c(N)c(-c2nc(-c3ccccc3)cs2)c2ccccn12,-17%,·,5,16%,·,·,·
O=C1C2CN(S(=O)(=O)c3ccccc3)CCN2CCS(=O)(=O)N1C1CC1 (stereo not given),6%,·,10,18%,-1%,0%,-1%
COCc1nc(CCNC(=O)c2cnn3c(C)c(Cc4ccccc4Cl)c(C)nc23)no1,-8%[12.5 µM],-25%,23,?,?,i,?
Cc1cccc(-n2cc(-c3ccccc3)nc2SCC(=O)Nc2ccccc2Cl)c1,5%,·,6,13%,·,·,·
O=S(=O)(NCCNCC=Cc1ccc(Br)cc1)c1cccc2cnccc12,9%,·,·,6%,·,i,·
# Continued.
SMILES,SNCA viab count,FLuc inh,IP6K1 inh,SNCA expr inhib,HEK293 tox,GPT2 inh,NIH3T3 tox
CCOc1ccccc1CNC(=O)c1cccc2c1CCN2C(=O)CC,5%,4%,-2,-16%,4%,-14%,-1%
COC(=O)C1=C(C)N(Cc2ccccc2F)C(=O)CC1c1ccccc1Cl (stereo not given),10%,-3%,-7,5%,?,5%,?
Cc1noc(C)c1[S+](=O)([O-])N(C)Cc1cccn1C,5%[87.6 µM],2%[172 µM],9,-7%[87.6 µM],3%[172 µM],i,-7%[138 µM]
O=C(Nc1ccc(C(=O)OCc2cc(=O)n3c4c(sc3n2)CCCC4)cc1)c1ccc(F)cc1,-3%,·,-1,19%,·,·,·
CC1CCc2c(sc3nnn(CC(=O)Nc4cccc(C(F)(F)F)c4)c(=O)c23)C1 (stereo not given),7%,·,-11,7%,·,·,·
Cc1ccc(Cl)c2sc(NC(=O)c3ccc(S(=O)(=O)N4CCCC4)cc3)nc12,-2%,·,-8,-6%,·,·,·
NC(=O)[C@H](CCC(=O)O)NC(=O)[C@@]1(O)C[C@@H](O)[C@H](O)[C@@H](NS(=O)(=O)c2cccc(C(F)(F)F)c2)C1,6%,3%,4,1%,i,i,i
CS(=O)(=O)c1ccc(CC(=O)N[C@@H]2COCC[C@@H]2OCC2CC2)cc1,-4%,-1%,3,27%,i,3%,1%
COc1cc(Cl)cc(C(=O)N2CCC3(CCCNC3)C2)c1 (stereo not given),-6%,-13%,4,19%,-25%,2%,-31%
COc1ccccc1N1CCN(CCCNc2c(C)c(=O)n(C)c(=O)n2C)CC1,-2%,·,·,4%,·,-13%,·
CC(C)c1ccc(C(=O)NCc2c[nH]c3ncccc23)cc1,3%[87.6 µM],?,11,65%[activator][87.6 µM],?,-7%[88.5 µM],?
C=CCC1(C(=O)O)CCCN(C(=O)c2cnn3c2CCCC3)C1 (stereo not given),3%,6%,-4,18%,1%,i,i
COC(=O)c1cccc(NC(=S)N[C@H]2CO[C@H]3[C@@H]2OC[C@H]3OC(=O)Nc2ccccc2)c1,-1%,-15%,15,22%,-29%,-7%,-13%

# Some of these compounds in order of count of non-hydrogen atoms, lowest first.
SMILES,SNCA viab count,FLuc inh,IP6K1 inh,SNCA expr inhib,HEK293 tox,GPT2 inh,NIH3T3 tox
CC(C)c1ccc(C(=O)NCc2c[nH]c3ncccc23)cc1,3%[87.6 µM],?,11,65%[activator][87.6 µM],?,-7%[88.5 µM],?
C=CCC1(C(=O)O)CCCN(C(=O)c2cnn3c2CCCC3)C1 (stereo not given),3%,6%,-4,18%,1%,i,i
CCOc1ccccc1CNC(=O)c1cccc2c1CCN2C(=O)CC,5%,4%,-2,-16%,4%,-14%,-1%
Cc1ccc(Cl)c2sc(NC(=O)c3ccc(S(=O)(=O)N4CCCC4)cc3)nc12,-2%,·,-8,-6%,·,·,·
COc1ccccc1N1CCN(CCCNc2c(C)c(=O)n(C)c(=O)n2C)CC1,-2%,·,·,4%,·,-13%,·
NC(=O)[C@H](CCC(=O)O)NC(=O)[C@@]1(O)C[C@@H](O)[C@H](O)[C@@H](NS(=O)(=O)c2cccc(C(F)(F)F)c2)C1,6%,3%,4,1%,i,i,i

# This is a subset; count on the stated rates, not on these rows.
